CFTR F508del cor = correctors of CFTR F508del function in bronchial epithelial cells. CFBE cells, YFP halide quenching; stimulated with forskolin plus potentiator P3; % fluorescence drop versus neutral controls. actives 0.36% (n = 350,000). activity (quench increase), % at 7.58 µM;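 active means mean added fluorescence quench of at least 8% versus neutral control, with both replicates also reaching 8%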;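 further: cells transiently co-express mutant CFTR-F508del with the halide-sensitive YFP; corrector assay measuring rescue of mutant channel to the surface after 24 h compound exposure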
PglD inh = PglD (C. jejuni) enzyme inhibition; purified PglD enzyme, DTNB colorimetric CoA detection; inhibition, % at 12.5 µM; actives 0.098% (n = 360,000); in the data active means inhibition above about 16%, passing the limit was not always enough; further: strong numbers were not always called active
Statin myotox sup = protects C2C12 myotubes from simvastatin toxicity | ATP luminescence, 48 h; scaled: DMSO 0, geranylgeraniol control 100 | rescue of ATP level, % at 7.49 µM | actives 0.78% (n = 330,000) | AID 602340;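 active means mean ATP rescue above about 67%, or every replicate alone reaching that limit, limit read from the data, passing the limit was not always enough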;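 further: myotubes were challenged with 10 µM simvastatin during compound exposure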
PGC1a acetyl inh = PGC1a acetylation modulation, inhibitor mode; U2OS PGC1a acetylation, AlphaScreen anti-acetyl-lysine; with virally co-expressed GCN5 acetyltransferase; inhibition, % at 15.6 µM; actives 0.17% (n = 350,000);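 active means every replicate shows inhibition of at least 40%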;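 further: 0% = neutral control wells and 100% = positive control wells; some results beyond the cut were filed as inactive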
GSIS activator = primary screen for activators of insulin secretion dependent on glucose, INS-1E cells, GLuc reporter luminescence | INS-1E GLuc reporter insulin secretion, 2-3 h | activation, % at 16.6 µM | actives 0.61% (n = 370,000) | AID 743287;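 active means lowest replicate activation of at least 40%, so every replicate reaches that level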;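 further: 0% = median of neutral control wells and 100% = median of IBMX positive control wells; some compounds called inactive have numbers as strong as hits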
miR122 inh = miR-122 inhibition in Huh7 cells; activation (reporter increase), % at 12.5 µM; actives 0.3% (n = 340,000); Huh7 miR-122 Renilla luciferase sensor, 48 h; neutral wells = 0, positive control = 100;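 active means mean replicate activation score at least 90 and every replicate individually at or above 90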;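 further: higher luciferase means less miR-122 activity so hits act as miR-122 inhibitors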
FN deposition inh = fibronectin deposition inhibition; AH1F fibroblasts, Alexa488-fibronectin deposition fluorescence, overnight; inhibition, % at 12.6 µM; actives 0.086% (n = 350,000);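 active means mean inhibition across replicates of 30% or more, regardless of how many single replicates reach that level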;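 further: positive control wells lacked labelled fibronectin entirely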
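Material: AH1F fibroblast monolayer depositing Alexa488-labelled fibronectin into matrix / Amount: 10000 AH1F cells per well / Signal: fluorescence 485/525 nm / Medium: DMEM, 2% serum / Compound: single dose, pinned / Incubation: 1 h cell adhesion before compound, then overnight fibronectin incubation / Reagent: Alexa488-FN, 24 nM final / Read-out: inhibition of fibronectin deposition signal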
Cneo AK release = causes C. neoformans cell lysis | adenylate kinase release luminescence, 4 h; normalised: neutral wells 0, clomiphene wells 100 | lysis activity, % at 15 µM | actives 0.2% (n = 360,000) | AID 651654;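 active means mean lysis activity across replicates of at least 80%, whatever share of replicates individually reach that level; inactive means mean lysis activity below 80%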
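Test system: log-phase Cryptococcus neoformans yeast cells; Quantity: yeast cell density of 5 × 10^6 cells/mL; Buffer or medium: YPD; Doses: single compound concentration per well; Timing: 4 h at 37 °C static, read 1 h later; Measured by: AK luminescence; Read-out basis: lysis from increased AK signal; Control set: Clomiphene as positive control.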
Numbers without * were called inactive; / = no result given; [ ] = another dose, or the depositor's remark. Outcome played no part in choosing rows (roughly 2.1% active in at least one column).

SMILES,CFTR F508del cor,PglD inh,Statin myotox sup,PGC1a acetyl inh,GSIS activator,miR122 inh,FN deposition inh,Cneo AK release
C[C@@H]1CN([C@H](C)CO)C(=O)c2cc(NC(=O)Nc3cccc4ccccc34)ccc2O[C@@H]1CN(C)Cc1ccccc1,1.5,3,-5,/,-11,-2[16.7 µM],/,2
CCCCNC(=O)c1c[nH]c2ccc(S(=O)(=O)Nc3ccc(OCC)cc3)cc2c1=O,/,3,/,23,/,14,6,-1
COc1ccccc1-c1nc(C(F)(F)F)c(OC)o1,/,5,-6,-4,13,-2,/,-2
COc1cccc(CN2CCN(Cc3cc4ccccc4[nH]3)CC2CCO)c1 (stereo unspecified),-0.2,/,2,-9,8,4,9,/
Cc1c(C(=O)N2CCN(C)CC2)oc2ccc(S(=O)(=O)N3CCOCC3)cc12,/,11,-8,-26,/,13,-3,3
C[C@H]1CN([C@@H](C)CO)S(=O)(=O)c2ccc(-c3ccc(F)cc3)cc2O[C@@H]1CN(C)C(=O)C1CCOCC1,0.3,-3,-12,1,-2,19[16.7 µM],0,-1
O=C(C[n+]1cccc(Br)c1)c1cccs1,0.0,/,9,/,-4,/,4,-1
C[C@H](CO)N1C[C@H](C)[C@@H](CN(C)Cc2ccccc2)Oc2ncc(-c3cccnc3)cc2C1=O,-2.2,/,27,1,10,8[16.7 µM],-4,/
CCCN1C[C@@H](C)[C@@H](OC)CN(C)C(=O)c2cc(NC(=O)c3ccccc3F)ccc2OC[C@H]1C,1.7,2,-18,-6,-1,27[16.7 µM],4,-1
N#CC1=C(N)Oc2n[nH]c(-c3cccs3)c2C1c1ccsc1 (stereo unspecified),/,3,13,3,/,10,/,-2
Cc1cc(C(=O)COc2cccnc2[N+](=O)[O-])c(C)n1Cc1ccco1,-0.9,-3,-12,1,24,-1,-9,0
CN1[C@H](C(=O)N2CCc3ccccc3C2)[C@@H](CO)[C@@H]2Cn3c(ccc(-c4ccccc4)c3=O)[C@@H]21,/,8,17,/,1,/,/,-3
COc1ccccc1-c1cn(CC[C@@H]2CC[C@@H](NC(=O)C3CCC3)[C@@H](CO)O2)nn1,-3.0,0,-2,-2,15,-5[16.7 µM],/,-1
COc1ccc2c(c1)c(=O)c(C(=O)c1ccc(Cl)cc1)cn2CC(=O)Nc1ccc(F)cc1,1.6,-1,-10,2,3,1,-1,0
CC(=O)OCC(=O)[C@@]12OC3(CCCC3)O[C@@H]1C[C@H]1[C@@H]3CCC4=CC(=O)C=C[C@]4(C)[C@@]3(F)[C@@H](O)C[C@@]12C,7.7,-1,14,-5,/,4,-11,-4
CCCC#Cc1ccc2c(c1)O[C@@H](CN(C)C)[C@@H](C)CN([C@@H](C)CO)S2(=O)=O,-1.2,-1,26,-3,10,24[16.7 µM],1,101*
C[C@@H]1CN([C@@H](C)CO)C(=O)c2cc(C#C[C@@H](C)O)cnc2O[C@H]1CN(C)C(=O)c1ccncc1,-0.7,1,0,4,29,3[16.7 µM],/,-10
Cc1cc(C)n2nc(SCC(=O)N(CCC#N)c3ccc(F)cc3)nc2n1,1.8,0,-5,6,22,-4,8,1
Cc1nnc(N/N=C/c2ccccc2F)n1N,-0.8,2,-2,30,-3,-3,5,-1
C[C@@H]1CN([C@@H](C)CO)C(=O)c2cccc(NC(=O)Nc3ccccc3)c2O[C@H]1CN(C)CC1CC1,0.2,5,5,5,9,-7[16.7 µM],7,-1
CCN(CC)c1ccc2cc(-c3nnc(-c4ccncc4)o3)c(=O)oc2c1,/,-3,-3,-8,2,6,/,-1
C[C@@H]1CN([C@H](C)CO)C(=O)c2cccc(NS(=O)(=O)c3cn(C)cn3)c2O[C@H]1CN(C)Cc1ccc(C(=O)Nc2ccccc2N)cc1,-2.0,/,/,7,14,/,-4,/
CCN(C(=O)c1cc2c(=O)[nH]c3ccc(C)cc3c2s1)c1ccc(F)cc1,1.3,/,-82,-4,-3,8,6,/
CC(C)C1CC(=O)NC(SCC(=O)Nc2ccc(Br)cc2)=C1C#N (stereo unspecified),/,0,-26,12,/,12,/,3
Cc1nnc(Sc2c(N)n(C)c(=O)n(C)c2=O)s1,/,-1,16,-7,/,-4,4,0

Some of these compounds in order of their number in PglD inh, ascending:
Compound	PglD inh
CC(=O)OCC(=O)[C@@]12OC3(CCCC3)O[C@@H]1C[C@H]1[C@@H]3CCC4=CC(=O)C=C[C@]4(C)[C@@]3(F)[C@@H](O)C[C@@]12C	-1
COc1ccccc1-c1cn(CC[C@@H]2CC[C@@H](NC(=O)C3CCC3)[C@@H](CO)O2)nn1	0
C[C@@H]1CN([C@@H](C)CO)C(=O)c2cc(C#C[C@@H](C)O)cnc2O[C@H]1CN(C)C(=O)c1ccncc1	1

Additional structures
SMILES,CFTR F508del cor,PglD inh,Statin myotox sup,PGC1a acetyl inh,GSIS activator,miR122 inh,FN deposition inh,Cneo AK release
N#CC1=C(N)SC2(CCCCC2)SC1c1ccccc1 (stereo unspecified),/,-1,/,5,/,0,/,0
CNC[C@H]1OCc2ccccc2-c2ccccc2C(=O)N([C@@H](C)CO)C[C@@H]1C,-0.2,-3,-4,0,13,/,/,-3
Cc1csc(NC(=O)c2cc(C)on2)n1,1.6,2,-3,8,7,-9,-14,0
NC(=O)CSCc1cccc(Br)c1,/,1,/,4,-2,-5,/,3
Cc1cc2c(=O)n(C)c(SCC(=O)NCC3CCCO3)nc2s1 (stereo unspecified),0.4,-5,6,7,35,8,7,-1
CCNC(=O)[C@@H]1[C@@H](CO)[C@@H]2Cn3c(ccc(C4=CCCC4)c3=O)[C@H]1N2Cc1ccncc1,2.2,2,20,/,9,-3[16.7 µM],/,-10
CCOC(=O)C1(CCOc2ccccc2)CCN(Cc2cccc(OC)c2O)CC1,-1.2,3,-17,-25,-34,-17,-3,1
O=C(O)c1ccccc1OCC1CCCO1 (stereo unspecified),0.1,1,6,/,5,/,0,1
Cc1cc(Oc2cnn(C(C)(C)C)c(=O)c2Cl)cc(C(C)C)c1,/,-8,-10,6,/,-5,-2,2
Cc1ccc(Nc2ncnc(Cl)c2N)cc1,5.4,2,-1,5,-3,-6,/,8
COc1ccc(N2Cc3cccc(C(=O)O)c3C2=O)cc1,/,0,-21,4,/,-7,/,1
Cc1ccc(S(=O)(=O)CCC(=O)N2CCN(c3ccccc3F)CC2)cc1,-0.7,-3,4,-17,-4,-3,-6,-3
O=S(=O)(O)c1cccnc1SCc1ccccc1,-0.2,-3,-4,2,-2,5,-7,3
CO[C@@H]1CN(C)C(=O)c2ccc(NC(=O)C3CCC3)cc2OC[C@@H](C)N(Cc2ccccn2)C[C@@H]1C,-0.7,-1,3,4,3,/,-1,-3
CCCC(=O)N1CCC1(C)C(=O)NS(=O)(=O)c1ccccc1 (stereo unspecified),-3.1,-6,1,16,0,-6,-1,0
CCCNC(=O)N1C[C@H](C)[C@H](OC)CN(C)C(=O)c2cc(NC(=O)CCC)ccc2OC[C@H]1C,0.5,-1,8,-11,0,/,15,1
Cc1cccc(S(=O)(=O)N2CC[C@H]3[C@H](CO)Nc4ccc(C#Cc5cccnc5)cc4[C@H]32)c1,2.1,/,/,-8,-7,/,6,/
CCCNC(=O)Nc1ccc2c(c1)C(=O)N(C)[C@H]1CC[C@H](CC(=O)OC)O[C@@H]1CO2,2.6,/,/,-12,0,/,6,/
COc1cc2c(cc1OC)CN(C(=O)CCC(=O)c1ccc(F)cc1)CC2,-3.0,-2,6,1,17,5,/,-3
CCCCCC(=O)Nc1cccc(C2=NOC3(C2)C[C@H](C(N)=O)N(C(=O)c2ccccc2)C3)c1 (stereo partly specified),0.0,-1,-10,/,6,-9,-4,-3
COc1ccccc1CN(C)C(=O)CN1CCN(C(=O)c2cccs2)CC1,-0.2,4,-17,3,14,-7,5,-1
Cc1ccccc1NC(=O)NC1(C(=O)NCc2ccco2)CCCCC1,-1.5,/,6,4,-4,-5,1,/
Cc1ccc(NC(=O)CCNC(=O)c2ccc(Cl)cc2)cc1C,/,1,6,1,-36,-10,3,2
CC(=O)c1cc2c(cc1NS(=O)(=O)c1cccc(C(=O)O)c1)OCO2,-1.1,-4,6,/,1,/,1,0
COC(=O)[C@@]1(Cc2ccccc2)[C@H]2C(=O)N(C)C(=O)[C@H]2[C@H]2CN=C(SC)N21,2.8,1,12,-9,15,-4,-2,1
O=[N+]([O-])c1cccc(-c2ccc(/C=N/n3c(-c4ccccc4)n[nH]c3=S)o2)c1,-4.3,7,/,10,/,-2,1,11
O=C(Nc1nnc(COc2ccc(Cl)cc2)s1)c1ccco1,2.6,/,/,6,16,/,-2,/
CCOc1ccccc1NC(=O)COc1cccnc1[N+](=O)[O-],4.7,4,1,-7,17,7,-6,1
COc1ccccc1CCNC(=O)C(=O)c1cn(CC(=O)N2CCCC2)c2ccccc12,-0.5,2,/,-5,-4,1,-2,-5
O=C(Cc1ccccc1)NCCc1cccc(Cl)c1,/,-1,/,-1,/,1,/,-3
Cc1ccc2nc(Nc3nc(-c4ccccc4)cc(=O)[nH]3)nc(C)c2c1,/,5,6,2,12,0,/,-1
COc1ccc(NC(=O)N2CC(=O)N3[C@H](C2)[C@H](c2ccc(/C=C/c4ccccc4)cc2)[C@@H]3CO)cc1,3.6,/,/,-1,-10,/,-8,/
O=C(CNS(=O)(=O)c1ccccc1F)OCC(=O)c1c[nH]c2ccccc12,-1.6,-4,5,-4,-22,8,-2,-2
C[C@H]1CN([C@@H](C)CO)C(=O)c2cc(NC(=O)C3CC3)ccc2O[C@H]1CN(C)C(=O)Nc1ccc2c(c1)OCO2,0.4,-3,0,/,13,-2[16.7 µM],/,0
CN(C)c1ccc(/C=N/NC(=O)CN(c2ccccc2Cl)S(C)(=O)=O)cc1Br,/,7,-37,1,/,-4,/,0
COc1ccc(C2=Nc3ccccc3OC2)cc1,/,-6,2,-9,/,15,-9,0

For convenience, 7 of the compounds above.
SMILES,CFTR F508del cor,PglD inh,Statin myotox sup,PGC1a acetyl inh,GSIS activator,miR122 inh,FN deposition inh,Cneo AK release
O=C(Cc1ccccc1)NCCc1cccc(Cl)c1,/,-1,/,-1,/,1,/,-3
Cc1ccc2nc(Nc3nc(-c4ccccc4)cc(=O)[nH]3)nc(C)c2c1,/,5,6,2,12,0,/,-1
COc1ccc(NC(=O)N2CC(=O)N3[C@H](C2)[C@H](c2ccc(/C=C/c4ccccc4)cc2)[C@@H]3CO)cc1,3.6,/,/,-1,-10,/,-8,/
O=C(CNS(=O)(=O)c1ccccc1F)OCC(=O)c1c[nH]c2ccccc12,-1.6,-4,5,-4,-22,8,-2,-2
C[C@H]1CN([C@@H](C)CO)C(=O)c2cc(NC(=O)C3CC3)ccc2O[C@H]1CN(C)C(=O)Nc1ccc2c(c1)OCO2,0.4,-3,0,/,13,-2[16.7 µM],/,0
CN(C)c1ccc(/C=N/NC(=O)CN(c2ccccc2Cl)S(C)(=O)=O)cc1Br,/,7,-37,1,/,-4,/,0
COc1ccc(C2=Nc3ccccc3OC2)cc1,/,-6,2,-9,/,15,-9,0

High-throughput results (PubChem)
